KCNQ1 act: potentiates or activates the human KCNQ1 potassium channel; 310,000 compounds, 0.35% hits; CHO-K1 KCNQ1, thallium flux FluxOR fluorescence; hits give high values; AID 2648; B-score at 10 µM; P51787;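 active = fluorescence ratio B-score, a plate-corrected score, at least three library SD, with initial intensity B-score within 5 SD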
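Material: CHO-K1 cells stably expressing KCNQ1. Medium: assay buffer for compound exposure, DMSO matched across wells. Reagent: K+/Tl+ depolarizing stimulus. Compound dosing: single-concentration screen. Times: 37 °C overnight plating, 90-min dark dye load, 20-min compound pretreatment. Technique: FluxOR Tl+ flux fluorescence.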
TMEM16A inh: blocks the mouse calcium-activated chloride channel TMEM16A; AID 588511; Q8BHY3; normalized B-score (activity score, 25-100; higher = stronger inhibition) at 10 µM; 310,000 compounds, 1.2% hits; HEK293 TMEM16A/YFP iodide influx fluorescence, ionomycin;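 active = ratio plate-corrected score three or more library SD toward inhibition, starting fluorescence score within five deviations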;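 also: score derived from kinetic fluorescence span divided by baseline fluorescence per well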
TRPC4 act: activators of mouse TRPC4 channel. Q9QUQ5. HEK293 TRPC4beta/mu-opioid, Fluo4 calcium fluorescence; hits give high values. B-score at 10 µM. 310,000 compounds, 0.49% hits. AID 2237;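 active = B-score above 5 SD of library B-scores, and initial fluorescence ratio not above library mean plus 5 SD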;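 also: positive B-score marks a calcium rise read as TRPC4 activation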
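Material: TRPC4beta and mu-opioid receptor HEK293 stable cells | Incubation: 45 min room-temperature Fluo4 loading, 110 s read | Detection: Kinetic Fluo4 calcium fluorescence | Measure: Integrated baseline-normalised fluorescence ratio, converted to per-well B score | Benchmarks: Low control buffer alone, high control maximal DAMGO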
DYRK1A inh: inhibitors of rat Dyrk1A kinase. ADP-Glo luminescence, NFATc1 peptide. AID 504441. inhibition, % at 12.5 µM. 310,000 compounds, 0.43% hits; in the data active = inhibition above about 50%;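 also: plate controls were vehicle with enzyme for no effect and no enzyme for full effect; many of its hits are not listed in these tables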
TRPC4 PAM: allosterically enhances the mouse TRPC4 cation channel; Q9QUQ5; HEK293 TRPC4beta/mu-opioid, DAMGO EC20, Fluo-4 Ca2+ flux; hits give high values; B-score at 10 µM; 310,000 compounds, 0.42% hits; AID 2227;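 active = B-score of calcium response area above 5 SD of library B-scores, with initial fluorescence ratio within 5 SD of library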;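 also: B-score of integrated fluorescence ratio over time as area under calcium response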
KCNQ1 inh: blocks the human KCNQ1 potassium channel. P51787. CHO-K1 KCNQ1, FluxOR thallium flux fluorescence; hits give high values. B-score at 10 µM. 310,000 compounds, 1.3% hits. AID 2642;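 active = compounds whose thallium flux B-score, printed positive for inhibition, exceeds three library SD while starting fluorescence stays within three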;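 also: channel opened by potassium depolarization with thallium stimulus after 20 min compound exposure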
hERG rescue: shields human hERG channel from block by proarrhythmic agents; CHO-hERG, FluxOR thallium flux, dofetilide IC70 present; 310,000 compounds, 0.51% hits; activation (rescue from dofetilide block), less the hit threshold, % at 10 µM;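 active = activation above the mean of controls blocked by dofetilide plus 5 SD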;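 also: thallium influx through hERG after potassium depolarization seen as dye fluorescence rise; in these data hits start at about 4.7%; inactives centre near -7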
KCNK9 block: human KCNK9 channel inhibition. B-score at 10 µM. Q9NPC2. HEK293 KCNK9, FluxOR thallium flux fluorescence; hits give low values. 310,000 compounds, 1.2% hits;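 active = ratio B-score over 3 SD below the library mean, with starting fluorescence within 5 SD of its mean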;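 also: negative B-score means less thallium flux so channel inhibition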
ANO1 activ: activates or potentiates the mouse TMEM16A chloride channel | HEK293 TMEM16A/YFP-H148Q/I152L, iodide quench fluorescence; hits give low values | Q8BHY3 | B-score at 10 µM | 340,000 compounds, 0.3% hits;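 active = fluorescence-ratio B-score plate-corrected deviation score at least 3 library SD below zero, with starting fluorescence score within 5 deviations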;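 also: channel opened by trigger with iodide after compound preincubation; score built on the fluorescence ratio of max minus min over baseline; more negative score means more quench and so TMEM16A activation or potentiation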
KCNK3 inh: human KCNK3 channel inhibition, primary screen | AID 602410 | B-score at 10 µM | CHO-KCNK3 thallium flux, FluxOR fluorescence; hits give low values | O14649 | 340,000 compounds, 0.84% hits;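 active = B-score under library mean minus 4 SD, starting fluorescence ratio at most library mean plus 5 SD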;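 also: more negative B-score means stronger inhibition of thallium flux through KCNK3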
Target sequence (O14649 whole entry, looked up): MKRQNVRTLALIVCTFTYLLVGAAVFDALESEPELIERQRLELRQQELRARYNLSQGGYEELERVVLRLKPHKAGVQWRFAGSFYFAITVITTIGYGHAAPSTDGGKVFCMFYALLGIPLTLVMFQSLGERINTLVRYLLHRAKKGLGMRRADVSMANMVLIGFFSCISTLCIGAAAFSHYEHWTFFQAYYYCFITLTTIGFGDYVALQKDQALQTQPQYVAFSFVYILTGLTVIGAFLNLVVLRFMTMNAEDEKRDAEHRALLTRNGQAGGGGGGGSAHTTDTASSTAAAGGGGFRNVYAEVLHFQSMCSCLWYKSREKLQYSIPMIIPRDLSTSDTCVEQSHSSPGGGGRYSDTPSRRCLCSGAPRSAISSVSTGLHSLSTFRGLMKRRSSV
HDAC3 inh: blocks human histone deacetylase 3; 320,000 compounds, 0.15% hits; recombinant HDAC3, fluorogenic peptide/trypsin coupled, fluorescence; inhibition, % at 8.3 µM; AID 2718; in the data active = inhibition above about 26%, passing the limit was not always enough
Target sequence (O15379 whole entry, looked up): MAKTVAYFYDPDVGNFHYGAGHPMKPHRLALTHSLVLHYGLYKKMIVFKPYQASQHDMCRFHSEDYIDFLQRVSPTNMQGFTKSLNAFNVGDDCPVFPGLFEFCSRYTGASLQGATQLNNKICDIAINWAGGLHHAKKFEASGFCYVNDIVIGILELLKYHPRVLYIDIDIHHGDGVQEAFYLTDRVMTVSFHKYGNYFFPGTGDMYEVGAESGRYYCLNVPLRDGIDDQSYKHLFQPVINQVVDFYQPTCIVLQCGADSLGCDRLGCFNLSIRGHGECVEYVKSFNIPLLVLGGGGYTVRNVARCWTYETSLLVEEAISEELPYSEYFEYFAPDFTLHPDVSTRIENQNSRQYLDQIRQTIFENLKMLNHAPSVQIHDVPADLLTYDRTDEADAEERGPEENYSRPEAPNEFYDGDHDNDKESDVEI
Active calls of the source: *; i = inactive; · = no result given. An excerpt, so the mix of outcomes need not match the whole.

Value order: KCNQ1 act, TMEM16A inh, TRPC4 act, DYRK1A inh, TRPC4 PAM, KCNQ1 inh, hERG rescue, KCNK9 block, ANO1 activ, KCNK3 inh, HDAC3 inh
1: CCN1CC2=C(OC(N)=C(C#N)C2c2cccs2)/C(=C\c2cccs2)C1 (centres undefined)
    i, i, i, 3.9, i, i, -7.9, -8.68*, i, i, 2.3
2: CC(C)n1c(O)c(N=NC(=O)Cn2ccc(C(F)(F)F)n2)c2ccccc21
    i, i, i, -1.1, i, i, -5.6, i, i, i, ·
3: c1cncc(CNc2ccc3c(c2)OCO3)c1
    i, i, i, -10.2, i, i, -6.8, i, i, i, -2.0
4: COC(=O)Cn1c(O)c(N=NC(=O)CNC(=O)c2ccc3c(c2)OCCO3)c2ccccc21
    i, i, i, -0.7, i, i, 0.0, i, i, i, 8.2
5: COc1cccc(COCCN2CCN(S(=O)(=O)c3ccc(C)cc3)CCC2=O)c1
    i, i, i, -2.5, i, i, -6.4, i, i, i, 13.3
6: Cc1ccc(NC(=O)NCCCN2CCOCC2)cc1
    i, i, i, 4.0, i, i, -2.5, i, i, i, 1.2
7: Cn1c(=O)c2sccc2n2c(CCCC(=O)N3CCN(c4ccccn4)CC3)nnc12
    i, i, i, -1.8, i, i, -10.5, i, i, i, -4.1
8: COc1ccc(S(=O)(=O)NCC(=O)NCc2cc(=O)n(C)c(=O)n2C)cc1F
    i, i, i, -4.1, i, i, -9.1, i, i, i, 6.1
9: COc1cc(OC)nc(NC(=O)CN2CCN(c3ccc(F)cc3)CC2)n1
    i, i, i, 1.1, i, i, -6.6, i, i, i, 6.0
10: CC1Cn2c(nnc2-c2cc3ccccc3cc2O)S1 (centres undefined)
    i, i, i, -2.7, i, i, -4.2, i, i, i, -5.2
11: COc1cc(C)c(/C=C(\C#N)C(=O)Nc2cccc(C)c2)cc1C(C)C
    i, i, i, -4.9, i, i, -4.3, i, i, i, 0.1
12: Cc1cc(O)c(-c2cc(C(=O)NCc3ccc4c(c3)OCO4)[nH]n2)cc1C
    i, i, i, -2.7, i, i, -12.1, i, i, i, 6.1
13: Cc1cc(=O)c(C(=O)O)cn1-c1ccc(C(C)C)cc1
    i, i, i, -2.8, i, i, -5.3, i, i, i, 1.5
14: CCOC(=O)c1c(NC(=O)CSc2n[nH]c(-c3ccco3)n2)sc(C)c1C
    i, i, i, 0.2, i, i, -10.0, i, i, i, -0.8
15: CCc1ccccc1S(=O)(=O)Cc1ccc(C(=O)NC(C)C)o1
    i, i, i, 13.9, i, i, -7.2, i, i, i, -3.3

Additional results.
Value order: KCNQ1 act, TMEM16A inh, TRPC4 act, DYRK1A inh, TRPC4 PAM, KCNQ1 inh, hERG rescue, KCNK9 block, ANO1 activ, KCNK3 inh, HDAC3 inh
16: COc1ccc(/C([O-])=C(/C(=S)Nc2ccc(C)c(C)c2)n2c[n+](C)c3ccccc32)cc1OC
    i, i, i, 5.8, i, i, -4.3, i, i, i, -12.1
17: Cc1ccc(N2CCN(c3ccc(C)cc3)C2c2ccncc2)cc1
    i, i, i, 7.7, i, i, -5.9, i, i, i, 6.5
18: COc1cc(C)nc(NS(=O)(=O)c2ccccc2Cl)n1
    i, i, i, -5.2, i, i, -7.0, i, i, i, -2.7
19: CNCc1cc(Cl)cc(OC)c1OC(C)C
    i, ·, i, -5.1, i, i, -10.3, i, i, i, ·
20: Cc1ccc(C(=O)CSc2nnc(-c3ccco3)o2)o1
    i, i, i, 22.3, i, i, -5.9, i, i, i, -2.4
21: COc1ccc(C(=O)O)cc1S(=O)(=O)Nc1cccc(C)c1
    i, i, i, -4.4, i, i, -8.5, i, i, i, -3.3
22: O=C(CCNC(=O)Cn1cnc2ccccc2c1=O)NCC1COc2ccccc2O1 (centres undefined)
    i, i, i, 0.4, i, i, -1.3, i, i, i, -3.4
23: CCOc1ccccc1CNS(=O)(=O)c1ccc2c(c1)C(C)(C)C(=O)N2C
    i, i, i, 7.0, i, i, -3.4, i, i, i, -4.1
24: COCCC1CCCCN1C(=O)c1cc(COc2ccc(-n3cncn3)cc2)on1 (centres undefined)
    i, i, i, ·, i, i, -10.2, i, i, i, 1.9
25: CN(C)CC(C)(C)CNC(=S)Nc1ccc(S(=O)(=O)N2CCOCC2)cc1
    i, i, i, -1.5, i, i, -4.2, i, i, i, -3.2
26: Cc1cccc(NC(=O)c2c([N+](=O)[O-])c(C(C)(C)C)nn2C)c1
    i, i, i, -3.0, i, i, -9.4, i, i, i, 8.9
27: O=C(Cn1cnc2c(nnn2-c2cccc(Cl)c2)c1=O)NCc1ccccc1
    i, i, i, -3.5, i, i, -4.3, i, i, i, 1.2
28: O=C(NC(=S)Nc1cccc(Cl)c1N1CCCCC1)c1ccc2c(c1)OCCO2
    i, i, i, -0.1, i, i, -6.9, i, i, i, -2.0
29: COc1ccc(C(=O)NNC(=O)C(=O)NCc2ccccc2)cc1
    i, i, i, ·, i, i, -3.9, i, i, i, -17.2
30: O=C(CSc1ccccc1C(=O)NCCCN1CCCC1=O)NCc1ccco1
    i, i, i, 3.4, i, i, -8.7, i, i, i, -3.3

The list goes on:
Value order: KCNQ1 act, TMEM16A inh, TRPC4 act, DYRK1A inh, TRPC4 PAM, KCNQ1 inh, hERG rescue, KCNK9 block, ANO1 activ, KCNK3 inh, HDAC3 inh
31: COc1ccc(C(CNC(=O)c2ccc(Cl)s2)N2CCOCC2)cc1 (centres undefined)
    i, i, i, 0.2, i, i, -9.2, i, i, i, 1.0
32: CCCCCC(=O)NC(NC(=S)N1CCOCC1)C(Cl)(Cl)Cl (centres undefined)
    i, i, i, 0.7, i, i, -7.7, i, i, i, 8.0
33: O=C(CCc1ccccc1)N1CCN(c2ccc(Cl)cc2)CC1
    i, i, i, 3.4, i, i, -1.5, i, i, i, -3.5
34: O=C(CCNS(=O)(=O)c1ccc(Br)cc1)NCc1ccc2c(c1)OCO2
    i, i, i, 8.7, i, i, -7.8, i, i, i, 3.6
35: O=C(COC(=O)c1ccccc1NS(=O)(=O)c1cccs1)NC1CCCCC1
    i, i, i, 4.0, i, i, -5.9, i, i, i, ·
36: CCN(CC)C(=S)SCC(=O)Nc1ncc2c(n1)CCCC2=O
    i, i, i, ·, i, i, -9.1, i, i, i, 2.7
37: O=C(NCCc1ccco1)c1cc(COc2cccc(C(F)(F)F)c2)on1
    i, i, i, 6.9, i, i, -11.2, i, i, i, 5.2
38: CCOC(=O)CSc1nc2c(sc(=S)n2-c2ccccc2)c(=O)[nH]1
    i, i, i, -3.3, i, i, -12.2, i, i, i, 2.1
39: Cc1ccc(C)c(-n2c(SCC(=O)Nc3nnc(C)s3)nnc2-c2ccoc2C)c1
    i, i, i, -4.3, i, i, -6.4, i, i, i, 0.0
40: Cc1ccc(NC(=O)c2ccc(S(=O)(=O)NCc3ccco3)cc2)cc1
    i, i, i, -1.1, i, i, -5.2, i, i, i, 0.4
41: CCc1nc2ccccc2n1CC(=O)N1CCN(S(=O)(=O)c2cccc(C(F)(F)F)c2)CC1
    i, i, i, -6.8, i, i, -10.4, i, i, i, -4.8
42: O=C(O)c1ccc(Nc2ccc([N+](=O)[O-])c3nonc23)cc1
    i, i, i, -0.4, i, i, -0.2, i, i, i, 4.1
43: COCCN(C(=O)CNC(=O)c1ccco1)C(C(=O)NC1CCCC1)c1ccc(OC)cc1 (centres undefined)
    i, i, i, -3.8, i, i, -3.8, i, i, i, -1.7
44: CC(=O)Nc1ccc(SCC(=O)N(CCC#N)c2ccc(C)cc2)cc1
    i, i, i, 4.5, i, i, -15.8, i, i, i, -6.1
45: CCN1CCN(S(=O)(=O)c2ccc(Cl)c(C(=O)N(C)CCOc3ccc(Cl)cc3)c2)CC1
    i, i, i, 3.4, i, i, -4.3, i, i, i, 0.5

Next section (6 carried over from the part before).
Value order: KCNQ1 act, TMEM16A inh, TRPC4 act, DYRK1A inh, TRPC4 PAM, KCNQ1 inh, hERG rescue, KCNK9 block, ANO1 activ, KCNK3 inh, HDAC3 inh
40: Cc1ccc(NC(=O)c2ccc(S(=O)(=O)NCc3ccco3)cc2)cc1
    i, i, i, -1.1, i, i, -5.2, i, i, i, 0.4
41: CCc1nc2ccccc2n1CC(=O)N1CCN(S(=O)(=O)c2cccc(C(F)(F)F)c2)CC1
    i, i, i, -6.8, i, i, -10.4, i, i, i, -4.8
42: O=C(O)c1ccc(Nc2ccc([N+](=O)[O-])c3nonc23)cc1
    i, i, i, -0.4, i, i, -0.2, i, i, i, 4.1
43: COCCN(C(=O)CNC(=O)c1ccco1)C(C(=O)NC1CCCC1)c1ccc(OC)cc1 (centres undefined)
    i, i, i, -3.8, i, i, -3.8, i, i, i, -1.7
44: CC(=O)Nc1ccc(SCC(=O)N(CCC#N)c2ccc(C)cc2)cc1
    i, i, i, 4.5, i, i, -15.8, i, i, i, -6.1
45: CCN1CCN(S(=O)(=O)c2ccc(Cl)c(C(=O)N(C)CCOc3ccc(Cl)cc3)c2)CC1
    i, i, i, 3.4, i, i, -4.3, i, i, i, 0.5
46: Cc1cccnc1NC(=O)c1nn(C)c2c1CS(=O)(=O)c1ccccc1-2
    i, i, i, -4.2, i, i, -7.7, i, i, i, -4.1
47: CC(C)CNC(=O)c1nn(Cc2ccccc2)c(=O)c2ccccc12
    i, i, i, -5.7, i, i, -3.4, i, i, i, 2.7
48: O=C(/C=C/c1cccnc1)c1ccc([N+](=O)[O-])cc1
    i, i, i, -0.6, i, i, -3.2, i, i, i, 3.5
49: CSC1=NC2(CCCCC2)C2=C(CCCC2)N1
    i, i, i, 7.8, i, i, -2.6, i, i, i, -5.6
50: Cc1cc(Nc2cccc(Cl)c2)nc(NCc2ccccc2)n1
    i, i, i, 4.8, i, i, -16.5, i, i, i, 15.6
51: COc1ccc(C)cc1NC(=O)CSc1nc2ccccc2nc1N1CCCCC1
    i, i, i, 1.2, i, i, -14.8, i, i, i, -4.7
52: O=C(COc1ccc(Br)cc1Cl)NC(=O)Nc1ccc2c(c1)OCCO2
    i, i, i, -7.6, i, i, 3.0, i, i, i, -2.9
53: Cc1cc(C)n2nc(C(=O)OCC(=O)N(CCC#N)c3ccc(F)cc3)nc2n1
    i, i, i, 12.2, i, i, -13.6, i, i, i, 0.6
54: C=CCN1C(=O)C2(OCCCO2)c2cc(Cl)ccc21
    i, i, i, -1.9, i, i, -6.2, i, i, i, -10.5
55: Oc1ccc(N2CCN(c3ncnc4sc5c(c34)CCC5)CC2)cc1
    i, i, i, 5.4, i, i, -6.5, i, i, i, 10.5

Screening data deposited in PubChem BioAssay by several laboratories.
